Bioassay records: PubChem BioAssay, several laboratories
NR1D1 modulator = modulators of human Rev-erb alpha DNA binding | P20393 | Rev-erbα–FITC-DNA binding, fluorescence polarization, 90 min | activity, % at 10 µM | 370,000 tested, 0.79% active;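 active = activity above about 14%, limit read from the data; passing the limit was not always enough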;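 note: 0% = DMSO wells with 35 nM protein and 100% = DMSO wells with 750 nM protein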
Target sequence (P20393 whole entry, looked up): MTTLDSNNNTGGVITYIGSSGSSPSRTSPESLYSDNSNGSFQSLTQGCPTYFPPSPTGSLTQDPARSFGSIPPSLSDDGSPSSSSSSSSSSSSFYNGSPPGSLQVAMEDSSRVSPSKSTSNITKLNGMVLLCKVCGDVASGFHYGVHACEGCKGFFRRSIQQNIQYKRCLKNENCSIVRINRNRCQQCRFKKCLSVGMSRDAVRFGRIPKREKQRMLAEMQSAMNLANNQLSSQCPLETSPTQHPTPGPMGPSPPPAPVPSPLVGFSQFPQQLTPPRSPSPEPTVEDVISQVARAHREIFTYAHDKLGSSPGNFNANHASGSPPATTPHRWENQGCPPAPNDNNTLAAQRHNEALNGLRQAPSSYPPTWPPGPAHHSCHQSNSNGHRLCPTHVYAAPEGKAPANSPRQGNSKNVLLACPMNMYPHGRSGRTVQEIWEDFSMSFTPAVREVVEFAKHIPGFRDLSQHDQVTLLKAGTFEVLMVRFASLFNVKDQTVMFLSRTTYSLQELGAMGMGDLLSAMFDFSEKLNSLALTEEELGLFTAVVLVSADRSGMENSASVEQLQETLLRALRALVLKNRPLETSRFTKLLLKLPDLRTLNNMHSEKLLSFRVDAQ
hcDAF12 agonist = activates DAF-12 receptor from parasite H. contortus; activation, % at 6.8 µM; AID 652067; HEK293 hcDAF-12 lit1-tk-luc reporter, luminescence; 0% DMSO, 100% Δ7-dafachronic acid; 370,000 tested, 1.4% active;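 active = activation above the mean of all tested compounds plus 3 SD, cut at about 5.5% in these data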;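 note: 100% = response to 3 µM Δ7-dafachronic acid high control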
DAX1 inh-1 = inhibitors of human orphan nuclear receptor DAX1 (NR0B1); inhibition, % at 6.75 µM; HEK293 Gal4-DAX1 luciferase reporter, luminescence; AID 504766; 340,000 tested, 0.99% active;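 active = inhibition above the mean over all tested compounds plus 3 SD, cut at about 4.2% in these data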;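 note: 0% = DAX1-transfected cells with DMSO and 100% = empty-vector control cells with DMSO; inhibition shows as a rise in luminescence from relieved DAX1 repression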
Target sequence (P51843 207-470 limits assumed): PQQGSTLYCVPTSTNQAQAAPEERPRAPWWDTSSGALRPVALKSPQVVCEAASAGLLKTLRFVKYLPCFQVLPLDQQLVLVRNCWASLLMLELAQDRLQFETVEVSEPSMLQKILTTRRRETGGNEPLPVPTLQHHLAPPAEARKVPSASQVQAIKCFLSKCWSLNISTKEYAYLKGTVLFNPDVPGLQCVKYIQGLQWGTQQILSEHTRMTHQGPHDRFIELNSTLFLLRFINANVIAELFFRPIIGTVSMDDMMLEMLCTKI
ssDAF12 agonist = activates DAF-12 receptor from parasite S. stercoralis; activation, % at 6.8 µM; 370,000 tested, 1% active; HEK293 ssDAF-12/GRIP1 lit1-tk-luc reporter, luminescence; % of 3 µM dafachronic acid response;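 active = activation above the mean over all tested compounds plus 3 SD, cut at about 0.9% in these data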;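 note: 0% = DMSO-only wells and 100% = 3 µM delta7-dafachronic acid wells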
PG9 binder = binds the HIV-1 gp120 antibody PG9; TR-FRET gp120-PG9 antibody binding; inhibition, % at 6.7 µM; AID 624416; 360,000 tested, 0.43% active; in the data active = inhibition above about 8.5%
DAX1 inh-2 = inhibitors of DAX1 repression of SF-1 activated StAR promoter. AID 652010. inhibition, % at 6.8 µM. 370,000 tested, 1.1% active. HEK293T StAR-luciferase reporter, SF-1/DAX-1 repression relief;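 active = inhibition above the mean over all tested compounds plus 3 SD, cut at about 3.6% in these data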;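 note: 0% = DAX-1 cells with DMSO and 100% = cells lacking DAX-1 with DMSO; higher inhibition means more luminescence from relief of DAX-1 repression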
sPLA2-III inh = Inhibits HGIII-sPLA2 liposome hydrolysis, primary screen | Q9NZ20 | QFRET BODIPY PC-A2 liposome hydrolysis, fluorescence | inhibition, % at 12.2 µM | 370,000 tested, 0.56% active;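 active = inhibition above mean plus 3 SD of compounds lying within the high and low control bounds, cut at about 19% in these data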;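 note: 0% = median of test compound wells and 100% = no enzyme DMSO wells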
PLCb3 inh = PLC-beta3 (human) inhibition, primary screen. Q01970. Purified PLC-beta3, fluorogenic substrate, fluorescence. inhibition, % at 12.2 µM. 370,000 tested, 0.18% active; in the data active = inhibition above about 11%;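 note: 0% = median of compound wells on plate and 100% = full blocker control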
SMARCA2 activ = SMARCA2 function activation, primary screen | MG213 cells, MMTV-luciferase reporter, dexamethasone, overnight | activation, % at 9.1 µM | 370,000 tested, 1% active; in the data active = activation above about 7.8%;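 note: 0% = vehicle wells and 100% = reference activator wells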
hgDAF-12 ag = activates the H. glycines DAF-12 receptor ligand-binding domain; activation, % at 6.8 µM; 370,000 tested, 1.8% active; HEK293 GAL4-hgDAF12 UAS-luciferase reporter, agonist luminescence; normalized to butyrate control; AID 687014;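 active = activation above a cutoff set at the mean of all screened compounds plus 3 SD, cut at about 10% in these data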;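 note: 0% = DMSO wells and 100% = sodium butyrate wells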
FXN GAA850 act = increases GAA850 frataxin promoter reporter activity; HEK293 lucGAA850 FXN promoter luciferase reporter, 24 h; percent of 10 µM SAHA response; activation, % at 6 µM; 360,000 tested, 0.56% active;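 active = activation above the average of all compounds screened plus 3 SD, cutoff fixed separately per campaign, cut at about 7.5% in these data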;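 note: 0% = DMSO wells and 100% = 10 µM SAHA wells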
Starred values were filed as active, the others as inactive; i = inactive; · = not tested or not shown.

The line under a structure holds: hgDAF-12 ag	ssDAF12 agonist	DAX1 inh-1	FXN GAA850 act	PG9 binder	sPLA2-III inh	PLCb3 inh	NR1D1 modulator	SMARCA2 activ	DAX1 inh-2	hcDAF12 agonist
COCCC1CCCCN1C(=O)c1cc(COc2ccc(-n3cncn3)cc2)on1 (configuration not stated)
  -5.8	-1.8	-2.9	0.7	-2.1	4	-7	2	-4	-8.6	-3.8
COC(=O)C[C@@H]1C=C[C@H](NC(=O)Nc2ccc(F)cc2)[C@@H](CO)O1
  -0.1	-0.9	·	·	-0.9	6	2	4	-7	0.0	-1.6
CN(C)CC(C)(C)CNC(=S)Nc1ccc(S(=O)(=O)N2CCOCC2)cc1
  -0.2	-1.4	-1.4	0.2	0.0	8	3	-2	0	0.4	-0.2
Cc1cccc(NC(=O)c2c([N+](=O)[O-])c(C(C)(C)C)nn2C)c1
  -2.1	-1.4	0.7	-0.2	-0.6	-9	3	-5	-2	-0.8	-1.1
O=C(Cn1cnc2c(nnn2-c2cccc(Cl)c2)c1=O)NCc1ccccc1
  0.8	-1.0	-0.7	-1.2	1.9	3	1	15	1	0.5	0.0
CNCc1cc(Cl)cc(OC)c1OC(C)C
  6.2	-0.1	-0.3	-0.9	-0.8	-2	-2	0	-5	2.0	-1.0
Cc1ccc(C(=O)CSc2nnc(-c3ccco3)o2)o1
  1.4	-1.6	0.5	3.8	-3.0	-21	-2	7	-1	2.1	-1.3
Cc1cccc(C)c1NC(=O)CNC(=O)CNC(=O)c1ccc2ccccc2c1
  -1.0	-1.1	-0.1	1.3	0.5	8	2	6	-3	-0.2	0.4
Cc1ccc(Cc2c(-c3ccc(Cl)cc3)nc3cc(C)c(Br)c(C)n23)cc1
  3.2	1.2*	·	·	-1.1	-10	-9	-4	3	4.1*	2.6
CCOC(=O)c1c(NC(=O)CSc2n[nH]c(-c3ccco3)n2)sc(C)c1C
  0.0	-1.4	-0.6	0.4	-2.8	-33	-5	-4	-3	-0.8	-1.5
CCc1ccccc1S(=O)(=O)Cc1ccc(C(=O)NC(C)C)o1
  -4.6	-0.7	-0.2	0.4	-3.0	4	-5	-4	-3	1.1	-0.1
Cc1ccc(N2CCN(c3ccc(C)cc3)C2c2ccncc2)cc1
  2.4	-1.4	0.1	0.5	-1.4	6	-2	7	0	0.1	-1.2
COc1ccc(/C([O-])=C(/C(=S)Nc2ccc(C)c(C)c2)n2c[n+](C)c3ccccc32)cc1OC
  1.7	-0.7	-0.5	1.1	-1.2	9	-6	·	0	0.1	1.7
COc1cc(C)nc(NS(=O)(=O)c2ccccc2Cl)n1
  -1.3	-0.3	0.7	-0.4	-1.0	-1	-4	1	-1	0.6	-1.3
CC1Cn2c(nnc2-c2cc3ccccc3cc2O)S1 (configuration not stated)
  -2.3	-1.8	2.0	3.4	3.0	-7	-352	-1	-2	-0.4	-0.5
COc1cc(C)c(/C=C(\C#N)C(=O)Nc2cccc(C)c2)cc1C(C)C
  -0.4	-1.7	-1.5	2.9	-0.6	2	4	1	-2	0.9	-1.2
Cc1cc(=O)c(C(=O)O)cn1-c1ccc(C(C)C)cc1
  0.3	-0.9	1.2	-1.0	-3.3	-2	2	-11	-1	-0.2	2.1
Cc1cc(O)c(-c2cc(C(=O)NCc3ccc4c(c3)OCO4)[nH]n2)cc1C
  1.0	-1.9	0.4	2.6	-0.7	-2	2	-12	-1	0.5	-1.4
Cc1ccc(NC(=O)NCCCN2CCOCC2)cc1
  1.3	-1.1	-0.4	1.7	-1.7	11	4	4	3	0.8	0.1
Cn1c(=O)c2sccc2n2c(CCCC(=O)N3CCN(c4ccccn4)CC3)nnc12
  -0.8	-0.9	-0.5	-0.2	0.4	3	-3	-2	-3	0.3	0.0
COc1ccc(S(=O)(=O)NCC(=O)NCc2cc(=O)n(C)c(=O)n2C)cc1F
  1.4	-1.3	0.4	0.0	1.5	7	-4	-4	-2	0.6	0.8
COC(=O)Cn1c(O)c(N=NC(=O)CNC(=O)c2ccc3c(c2)OCCO3)c2ccccc21
  1.4	-1.1	0.0	0.9	-3.7	10	-5	3	-3	0.4	1.6
COc1cccc(COCCN2CCN(S(=O)(=O)c3ccc(C)cc3)CCC2=O)c1
  -0.6	-1.5	-0.5	-1.1	-1.8	-1	10	-1	0	-0.2	-1.0
CC(=O)Nc1cc(-c2ccc(N(C)C)cc2)cn2c(-c3ccc(F)cc3)cnc12
  3.0	-1.0	·	4.0	-0.4	1	i	-2	-2	-0.6	2.0
Cc1cc(Nc2cccc(Cl)c2)nc(NCc2ccccc2)n1
  -2.4	-0.1	-2.1	-0.2	-4.2	-28	-2	-1	1	-1.6	1.3
COc1ccc(C)cc1NC(=O)CSc1nc2ccccc2nc1N1CCCCC1
  0.4	-1.1	1.6	0.5	-0.5	-4	-15	4	-1	-1.3	5.1
O=C(COc1ccc(Br)cc1Cl)NC(=O)Nc1ccc2c(c1)OCCO2
  4.9	-0.5	-0.3	2.2	-0.1	0	-5	1	3	0.7	-0.6
Cc1cc(C)n2nc(C(=O)OCC(=O)N(CCC#N)c3ccc(F)cc3)nc2n1
  3.2	-0.4	-0.4	-2.3	-3.8	9	-6	-3	4	-0.6	-0.8
CC(=O)C1=C(C)N(Cc2ccccc2)C(=O)N[C@H]1c1cccc(C(F)(F)F)c1
  -1.9	-1.4	0.5	2.2	1.0	-15	-4	1	-1	-0.7	0.1
C=CCN1C(=O)C2(OCCCO2)c2cc(Cl)ccc21
  0.5	-1.1	1.4	0.7	2.5	0	-10	4	0	-0.4	-1.2

In the list so far, these contain a thiophene ring, fused or not.
The line under a structure holds: hgDAF-12 ag	ssDAF12 agonist	DAX1 inh-1	FXN GAA850 act	PG9 binder	sPLA2-III inh	PLCb3 inh	NR1D1 modulator	SMARCA2 activ	DAX1 inh-2	hcDAF12 agonist
CCOC(=O)c1c(NC(=O)CSc2n[nH]c(-c3ccco3)n2)sc(C)c1C
  0.0	-1.4	-0.6	0.4	-2.8	-33	-5	-4	-3	-0.8	-1.5
Cn1c(=O)c2sccc2n2c(CCCC(=O)N3CCN(c4ccccn4)CC3)nnc12
  -0.8	-0.9	-0.5	-0.2	0.4	3	-3	-2	-3	0.3	0.0

Continued.
The line under a structure holds: hgDAF-12 ag	ssDAF12 agonist	DAX1 inh-1	FXN GAA850 act	PG9 binder	sPLA2-III inh	PLCb3 inh	NR1D1 modulator	SMARCA2 activ	DAX1 inh-2	hcDAF12 agonist
Oc1ccc(N2CCN(c3ncnc4sc5c(c34)CCC5)CC2)cc1
  -1.4	-1.6	-0.8	1.0	2.7	-11	1	2	-1	-0.8	-2.6
CC(C)CNC(=O)c1nn(Cc2ccccc2)c(=O)c2ccccc12
  -0.8	-1.3	-0.4	-0.5	0.6	3	-8	0	-2	-0.4	-2.5
O=C(/C=C/c1cccnc1)c1ccc([N+](=O)[O-])cc1
  0.1	-0.9	-1.3	1.9	-1.4	1	-2	6	-2	0.0	-2.2
CSC1=NC2(CCCCC2)C2=C(CCCC2)N1
  1.2	-1.6	0.3	2.8	-0.9	14	2	-2	5	0.5	-0.6
CC(=O)Nc1ccc(SCC(=O)N(CCC#N)c2ccc(C)cc2)cc1
  1.9	-2.2	-0.2	-7.8	1.2	-2	-1	4	-2	-2.0	-1.4
CCN1CCN(S(=O)(=O)c2ccc(Cl)c(C(=O)N(C)CCOc3ccc(Cl)cc3)c2)CC1
  -4.0	-1.7	-0.4	-1.9	-1.5	-14	-10	-1	-2	-3.8	-0.3
Cc1cccnc1NC(=O)c1nn(C)c2c1CS(=O)(=O)c1ccccc1-2
  -1.6	-0.3	0.2	1.6	-1.6	2	2	6	4	0.5	-0.9
CCc1nc2ccccc2n1CC(=O)N1CCN(S(=O)(=O)c2cccc(C(F)(F)F)c2)CC1
  3.1	-1.2	-0.7	-1.3	-1.2	-8	1	-4	0	0.9	0.8
O=C(O)c1ccc(Nc2ccc([N+](=O)[O-])c3nonc23)cc1
  -0.3	-0.6	-0.4	1.1	-6.9	0	-6	6	-1	-0.9	2.2
COCCN(C(=O)CNC(=O)c1ccco1)C(C(=O)NC1CCCC1)c1ccc(OC)cc1 (configuration not stated)
  0.8	-0.7	0.6	1.4	-1.6	12	-21	8	-3	0.7	-0.4
Cc1ccc(C)c(-n2c(SCC(=O)Nc3nnc(C)s3)nnc2-c2ccoc2C)c1
  -0.3	-1.6	-1.2	0.4	-0.2	3	-1	-1	-2	-0.6	-2.0
COc1ccccc1Nc1nnc(SCC(=O)NC2CC2)s1
  3.1	-0.8	0.8	0.3	1.7	9	-7	10	-2	-0.6	-2.0
Cc1ccc(NC(=O)c2ccc(S(=O)(=O)NCc3ccco3)cc2)cc1
  -1.5	-0.9	-0.5	2.1	-0.2	0	-10	-1	-2	0.2	0.6
O=C(NCCc1ccco1)c1cc(COc2cccc(C(F)(F)F)c2)on1
  -0.7	-1.0	0.1	1.4	0.5	-14	-11	3	-3	-0.2	-1.3
CCOC(=O)CSc1nc2c(sc(=S)n2-c2ccccc2)c(=O)[nH]1
  0.1	-1.3	-0.4	-0.1	-2.1	-7	3	-3	0	-0.2	1.8
CC(C)C(C#CC1CC1)N(Cc1ccc2c(c1)OCO2)C(N)=NC(=O)/C=C/c1ccccc1 (configuration not stated)
  -3.1	-1.4	·	·	·	-8	0	7	-4	-0.7	-2.4
CCN(CC)C(=S)SCC(=O)Nc1ncc2c(n1)CCCC2=O
  0.3	-0.4	2.6	1.1	-2.7	1	-3	-8	3	0.1	-0.2
COc1ccc(C(CNC(=O)c2ccc(Cl)s2)N2CCOCC2)cc1 (configuration not stated)
  1.6	-0.2	0.1	1.3	-1.0	1	-6	-3	-2	1.1	-1.1
CCCCCC(=O)NC(NC(=S)N1CCOCC1)C(Cl)(Cl)Cl (configuration not stated)
  1.5	-1.1	0.7	-1.7	0.5	5	5	-2	1	-0.1	-2.2
O=C(CCc1ccccc1)N1CCN(c2ccc(Cl)cc2)CC1
  -0.7	-2.0	-1.1	-0.8	0.9	-7	-3	1	-3	0.2	-0.6
O=C(COC(=O)c1ccccc1NS(=O)(=O)c1cccs1)NC1CCCCC1
  3.1	-1.0	-1.0	-2.9	1.4	-2	-5	-1	-4	-0.1	-0.3
O=C(CCNS(=O)(=O)c1ccc(Br)cc1)NCc1ccc2c(c1)OCO2
  -0.4	-1.7	0.1	0.5	-4.7	0	0	4	2	-0.6	0.7
CC(=O)NC(CC(=O)OCC(=O)c1c(N)n(C)c(=O)n(C)c1=O)c1ccccc1 (configuration not stated)
  -4.4	-1.0	1.4	-0.7	-0.1	15	7	1	-2	-1.0	-0.2
Oc1ccc2ccccc2c1N=Nc1ccc(F)cc1
  1.6	0.1	1.4	-0.3	-2.2	6	-1	-5	3	-0.3	4.4
CCc1ccc(S(=O)(=O)c2cn(C)c3cc(OC)c(OC)cc3c2=O)cc1
  -0.1	-0.8	0.1	0.6	-2.1	4	-17	7	1	-2.1	-1.7
